MOR-DOR ag = agonists of human mu-delta opioid receptor heterodimerization | activation, % at 9.3 µM | cells, OPRM1-OPRD1 heterodimerization, luminescence | 340,000 compounds, 0.3% hits | AID 504326; in the data active means activation above about 18%;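 further: 0% = vehicle-treated cells and 100% = reference agonist; values of inactives mirror those of a sister screen read the other way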
Cardiac RTF inh = cardiac RTF calcium desensitization | inhibition, % at 7.15 µM | 340,000 compounds, 0.12% hits | IANBD-labeled cardiac RTF, Ca2+ fluorescence | AID 493244;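 active means inhibition above the mean inhibition of all tested compounds plus 3 SD, cut at about 17% in these data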;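 further: assay run at fixed EC70 calcium of 1.6 mM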
Keap1 Nrf2 FP = inhibitors of human Keap1-Nrf2 protein-protein interaction | Keap1 Kelch-Nrf2 peptide fluorescence polarization, 1536-well | 340,000 compounds, 0.15% hits | AID 504523 | inhibition, % at 9.4 µM; in the data active means inhibition above about 12%;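 further: human Keap1 Kelch domain with fluorescein labeled Nrf2 9mer peptide probe; 0% = neutral control wells and 100% = peptide positive control; higher means more block of Keap1 binding to Nrf2 peptide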
Target sequence (Q14145 whole entry, looked up, the tested form may be a part): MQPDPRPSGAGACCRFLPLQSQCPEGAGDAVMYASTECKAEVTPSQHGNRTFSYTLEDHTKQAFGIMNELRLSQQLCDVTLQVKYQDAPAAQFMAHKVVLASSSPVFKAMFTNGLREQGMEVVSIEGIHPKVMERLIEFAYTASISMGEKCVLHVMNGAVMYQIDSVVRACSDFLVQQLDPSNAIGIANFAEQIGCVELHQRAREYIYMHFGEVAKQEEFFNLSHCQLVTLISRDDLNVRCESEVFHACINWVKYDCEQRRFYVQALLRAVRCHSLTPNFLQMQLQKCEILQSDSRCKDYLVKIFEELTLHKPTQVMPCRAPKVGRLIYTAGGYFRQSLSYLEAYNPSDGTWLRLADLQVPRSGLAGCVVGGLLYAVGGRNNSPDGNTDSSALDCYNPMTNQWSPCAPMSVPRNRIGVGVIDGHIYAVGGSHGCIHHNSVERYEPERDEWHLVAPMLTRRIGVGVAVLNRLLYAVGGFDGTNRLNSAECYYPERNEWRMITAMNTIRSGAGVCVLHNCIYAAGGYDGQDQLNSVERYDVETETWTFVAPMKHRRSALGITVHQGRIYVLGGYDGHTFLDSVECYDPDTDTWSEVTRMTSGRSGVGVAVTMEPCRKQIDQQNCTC
Arr AP2 block = blocks beta-arrestin peptide binding to AP2 adaptin; 340,000 compounds, 0.31% hits; FITC-arrestin peptide / GST-AP2 beads, flow cytometry; AP2 beta2 appendage carries R879A mutation; inhibition, % at 10 µM;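 active means inhibition above a set limit, near 3 SD of compounds lacking own fluorescence, cut at about 54% in these data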;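 further: plate controls were DMSO wells for no effect and 5 µM unlabelled arrestin peptide for full effect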
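System: GST-AP2 R879A glutathione beads; medium: PBS, Tween 20 0.05%, BSA 0.1%; reagent: fluorescein-tagged arrestin peptide at 50 nM final; schedule: pre-incubation 12 min, peptide binding 1 h, room temperature; detection: flow cytometry, FL1 (488/535 nm); read-out: inhibition as reduced fluorescein signal on beads, percent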
Wnt bcat act = Wnt/beta-catenin pathway activation; Wnt/beta-catenin reporter cell assay, activator, plate reader; activation, % at 9.35 µM; 300,000 compounds, 1.2% hits; in the data active means activation above about 30%, passing the limit was not always enough;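 further: 0% = neutral control wells and 100% = positive control wells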
OPRM1-OPRD1 inv = inverse agonists of human mu-delta opioid receptor heterodimerization | P35372+P41143 | cell-based MOR-DOR heterodimer luminescence, inverse agonism | inhibition, % at 9.3 µM | 340,000 compounds, 0.21% hits; in the data active means inhibition above about 22%, passing the limit was not always enough;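 further: 0% = cells with DMSO and 100% = wells without cells with DMSO; values of inactives mirror those of a sister screen read the other way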
V-ATPase pHluor = alters yeast V-ATPase proton transport; S. cerevisiae, pHLuorin cytosolic pH fluorescence; response, % at 10 µM; 350,000 compounds, 0.37% hits; AID 504577; in the data active means response mostly above about 7.3%, no sharp cut-off; inactive means mostly below about 5.4%; further: actives read high; inactives centre near 0; some compounds called inactive have numbers as strong as hits; reference of the scale not given here
LANA DNA inh = blocks KSHV LANA C-terminal domain binding to DNA | AID 504423 | inhibition, % at 9 µM | 340,000 compounds, 0.078% hits | MBP-C-LANA/FAM-LBS DNA binding, fluorescence polarization;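 active means highest replicate inhibition at or above 60% at 9 µM, even if other replicates fall short; inactive means all replicates below 60% inhibition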;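 further: 0% = neutral control wells and 100% = 4 µM acridine orange control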
DSG3 Ab inh = inhibitors of pemphigus antibody binding to human desmoglein-3; AID 588358; binding (percent of control), % at 10 µM; 310,000 compounds, 0.48% hits; DSG3-coupled beads, scFv-anti-DSG3-GFP binding, flow cytometry; hits give low values;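 active means binding more than 3 SD below its plate's average and above zero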;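 further: hits lower antibody fragment binding to DSG3; some compounds called inactive have numbers as strong as hits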
cardiac RTF act = cardiac RTF calcium sensitization. AID 493008. 340,000 compounds, 0.24% hits. P19429+P45379. IANBD-labeled TnC RTF fluorescence at EC20 calcium; 0% EC20 calcium, 100% full calcium. activation, % at 7.2 µM;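 active means activation above the mean over all tested compounds plus 3 SD, cut at about 30% in these data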;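 further: rise in fluorescence read as greater calcium sensitivity of cardiac thin filaments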
Starred values were filed as active, the others as inactive; . = no result given. Hits appear at their usual frequency. Share with any hit: about 3.1%.

Start of the listing, in advance, 2 compounds:
SMILES	MOR-DOR ag	Cardiac RTF inh	Keap1 Nrf2 FP	Arr AP2 block	Wnt bcat act	OPRM1-OPRD1 inv	V-ATPase pHluor	LANA DNA inh	DSG3 Ab inh	cardiac RTF act
Cc1cc(C)c(NC(=O)CSc2nc3ncc(Br)cc3[nH]2)c(Cl)c1	-3.3	-9	2	26	1	17	-5	-1.8	102	5
CCC1CN(C(=O)Nc2ccc(C)cc2)c2cc(C)ccc2O1 (centres undefined)	5.2	3	-5	-2	12	-29	-2	-0.3	102	1

All compounds of this part, from the first entry:
SMILES	MOR-DOR ag	Cardiac RTF inh	Keap1 Nrf2 FP	Arr AP2 block	Wnt bcat act	OPRM1-OPRD1 inv	V-ATPase pHluor	LANA DNA inh	DSG3 Ab inh	cardiac RTF act
Cc1cc(C)c(NC(=O)CSc2nc3ncc(Br)cc3[nH]2)c(Cl)c1	-3.3	-9	2	26	1	17	-5	-1.8	102	5
CCC1CN(C(=O)Nc2ccc(C)cc2)c2cc(C)ccc2O1 (centres undefined)	5.2	3	-5	-2	12	-29	-2	-0.3	102	1
O=C(O)Cn1c(CCS(=O)(=O)c2ccc(Br)cc2)nc2ccccc21	-0.4	-7	-4	6	-2	3	-3	2.8	90	-5
CCN(CC)c1ccc(S(=O)(=O)N(CC)CC)cc1NC(=O)c1cccnc1	-0.1	-4	.	4	-2	1	-3	.	.	-1
CC(=O)NC(c1ccccc1)c1cccnc1 (centres undefined)	-1.6	-8	2	36	-4	8	-3	0.0	109	-6
COc1ccc(OC)c2c(N3CC(C)OC(C)C3)cc(C(F)(F)F)nc12 (centres undefined)	1.6	-5	-2	-5	-7	-8	-3	-1.1	103	0
COc1cc(C(=O)O/N=C(\N)c2cccc([N+](=O)[O-])c2)cc(OC)c1OC	9.4	-5	-2	6	-1	-46	4	-0.1	.	-3
O=C(O)CCCC(=O)NS(=O)(=O)c1ccc(Cl)cc1	-1.4	1	-8	-1	.	8	-5	-0.8	112	7
O=C(CCCOc1ccc(Cl)cc1Cl)NCCc1nnc2ccccn12	-3.3	-6	-2	5	1	17	-1	-1.1	104	1
O=S(=O)(Cc1cc(NCc2ccccc2)nc(-c2ccccn2)n1)c1ccccc1	-2.0	7	3	26	-1	10	-1	-0.2	105	3
Fc1cccc2sc(Nc3nnc(-c4ccccc4)o3)nc12	-1.6	15	3	-11	.	10	3	2.9	.	-1
O=C(NC1CC1)c1sccc1-n1cccc1	-0.4	-8	-4	-6	-2	2	5	-0.5	.	-2
Cc1ccc(NC(=O)Cn2ncc3ccccc32)c(Cl)c1	-1.1	-9	-1	18	5	7	3	-0.2	99	2
COCCn1c(=S)[nH]c2cc(OC)c(OC)cc2c1=O	-0.4	1	-3	5	2	2	3	-2.5	104	-6
COCCN(C(=O)CSc1nc2ccccc2s1)c1c(N)n(Cc2ccccc2)c(=O)[nH]c1=O	-4.7	-11	-3	0	23	18	1	9.2	111	5
O=C1C2C3c4ccccc4C(c4ccccc43)C2C(=O)N1c1cccnc1 (centres undefined)	-1.2	1	2	-6	-1	6	-2	1.5	.	0
CCc1nccn1Cc1cc(C=O)ccc1OC	-1.3	-4	-2	6	-3	6	-1	-2.9	99	-2
O=S(=O)(NCC1CCCO1)c1cc(Br)c(Br)s1 (centres undefined)	-1.7	-5	-1	6	.	10	1	-0.6	107	1
Cc1cc(NC(=O)Cn2nc(-c3cccs3)ccc2=O)cc(C)c1Br	-2.2	6	2	3	2	12	3	-1.0	110	-2
CCCc1cc2c(=O)c(-c3ccccn3)c(C)oc2cc1O	-1.9	-3	2	8	1	11	-3	-0.7	99	4
O=C(O)Cc1coc2ccc3ccccc3c12	-1.7	-6	0	10	0	8	-3	2.3	113	1
O=Cc1ccc(-c2cccs2)s1	-3.6	1	-1	19	-1	16	-4	-0.4	92	-3
CCOc1ccc(NC(=O)C2CC(=O)N(C(C)C)C2)cc1 (centres undefined)	-2.3	5	0	-2	.	14	11	-0.2	97	-1
CCn1c(=O)n(CC)c2cc(NS(=O)(=O)c3ccccc3)ccc21	-2.1	-7	-4	-14	0	11	-1	-1.0	102	1
Cc1ccc(S(=O)(=O)Nc2ccc3c(c2)nc2n3CCN(Cc3ccccc3)C2)cc1	.	-7	-3	3	.	.	0	0.3	100	1
O=C(O)CC1(CC(=O)NCc2ccncc2)CCCCC1	-0.9	-9	0	9	-1	4	-1	50	109	-2
COC(=O)c1ccc(NC(=O)COC(=O)COc2cccc3c2OC(C)(C)C3)cc1	0.9	-3	0	28	1	-4	-3	-1.0	.	-1
CN1CCN(c2ccc(NC(=O)c3ccc(C(F)(F)F)cc3)cn2)CC1	0.2	4	2	21	-1	-1	-2	-1.5	95	2
COc1cccc(NC(=S)N(CCc2nc3cc(C)c(C)cc3[nH]2)Cc2cccnc2)c1	0.4	-8	-2	6	-2	-2	2	-0.6	104	5
O=C(COC(=O)c1ccc(O)cc1O)c1ccc(Cl)cc1	3.0	-5	4	-3	-1	-16	0	1.9	109	-5
O=C1CC(c2ccc(Cl)c([N+](=O)[O-])c2)c2ccc3ccccc3c2N1 (centres undefined)	1.1	-1	-3	-3	.	-6	0	2.6	117	-7
Cc1sc2nc(SCC(=O)NCCO)n(-c3ccccc3)c(=O)c2c1C	-3.3	-5	-4	-14	0	15	-3	1.3	98	1
O=C(NCCN1CCOCC1)c1ccc2c(c1)ncn2C1CCCCC1	-1.6	2	-1	-4	.	9	1	0.1	114	-4
COc1ccc([N+](=O)[O-])cc1NC(=O)c1cn(-c2ccc(Cl)cc2)c(=O)c2ccccc12	-2.2	-2	-3	-3	.	11	3	0.4	105	-4
CC12CCC(=O)N1C(C(=O)NCCc1ccccc1)CS2 (centres undefined)	-3.0	-5	-8	-2	0	16	-3	-0.3	.	-3
Cc1nc(N)sc1-c1csc(N(C)c2ccc(O)cc2)n1	-0.1	3	4	7	-3	0	-2	2.8	98	-4
COc1cc(C(=S)N2CCOCC2)cc(OC)c1OC(=O)c1ccccc1[N+](=O)[O-]	-1.1	-3	-6	14	-2	6	0	1.9	108	-5
N#C/C(=C\c1ccccc1OCc1ccc(C(=O)O)cc1)C(=O)Nc1ccc(O)cc1	-0.8	-5	-3	-1	-3	5	3	3.1	99	2
CC(C)=CCN1CCN(Cc2cc(F)ccc2-n2nc(C)cc2C)CC1CCO (centres undefined)	0.5	-7	-4	17	-2	-3	-3	-0.5	87	-9
Cc1cccc(NC(=O)COC(=O)[C@@H]2CCCN2C(=O)c2cccs2)c1	-2.9	2	-4	-8	-11	15	-3	0.4	95	-6
CCc1ccc(CN2CCC(n3nccc3NC(=O)c3cccc(F)c3)CC2)cc1	-2.6	-2	2	-5	0	13	-1	0.2	104	2
O=C(NNC(=O)c1ccc(-n2cncn2)c([N+](=O)[O-])c1)c1ccccc1	-0.9	-10	4	34	12	4	-2	-1.2	107	3
Cc1ccc(N2C(=O)c3ccccc3C2C(=O)c2ccc(C)c(C)c2O)cc1 (centres undefined)	2.3	2	-6	39	27	-12	13	1.2	107	-3
COc1cc(C2c3c(oc4ccccc4c3=O)C(=O)N2Cc2ccco2)ccc1O (centres undefined)	-0.4	-9	0	10	.	2	1	-0.1	96	3
Nc1ccc(-c2nc3cc(N)ccc3s2)cc1	5.8	0	-2	24	-1	-30	0	-2.6	95	-3
O=C(NNC(=O)c1ccccc1Br)c1ccc(Cl)c(Cl)c1	-3.0	-12	-1	-2	.	16	1	-0.3	81	3
COc1ccccc1C(=O)N/C(=C\c1cn(C)c2ccccc12)C(=O)N1CCCC1	-1.3	7	-8	1	-2	7	-4	0.4	.	-2
Cc1nccn1CCC1CCCCN1C(=O)CCc1nnc(-c2ccsc2)o1 (centres undefined)	-2.1	-2	-3	-1	-16	12	4	-0.5	94	-4
CC1(Br)C2CCCC1C2S(=O)(=O)c1ccccc1 (centres undefined)	-0.6	-1	4	18	.	3	1	1.1	101	2
Cc1ccc(C(=O)Nc2ccc(Cl)cn2)cc1S(=O)(=O)N1CCOCC1	-0.8	-2	-1	5	-1	5	0	-1.7	84	0
Cc1ccccc1C(=O)Nc1ccc(N2CCN(C)CC2)nc1	-2.3	3	-4	-5	0	11	-1	1.5	.	-6
CN(C)c1ccc(/C=N/NC(=O)c2ccccn2)cc1	-1.6	-4	0	1	4	8	1	-1.0	.	10
Cc1ccc(C(=O)OCC(=O)NNC(=O)c2ccc([N+](=O)[O-])cc2)o1	0.9	-2	0	3	-2	-6	-2	0.1	109	5
NC(=O)C1Cc2ccccc2CN1C(=O)c1cccc(Oc2ccccc2)c1 (centres undefined)	-0.8	-5	4	-11	-2	4	0	-1.1	107	-5
COc1ccc(Cl)cc1-c1nc(SCC(=O)NC(C)C)n[nH]1	4.1	-3	-7	-15	-1	-21	-1	0.3	107	16
Cc1cccnc1CCNC(=O)C1CCC(=O)N(Cc2cccc(F)c2)C1 (centres undefined)	-3.0	-8	-7	-14	0	16	2	-0.4	.	0
CCn1c(C(C)NC(=O)c2cccs2)n[nH]c1=S (centres undefined)	-1.6	-15	5	7	2	9	-6	6.5	98	-3
O=C(Cn1nc(Cc2cccnc2)c2ccccc2c1=O)NCC1COc2ccccc2O1 (centres undefined)	-1.6	-3	-3	8	-1	8	-1	-2.0	108	4
COc1ccccc1N1CCN(C(=O)CSc2nc(C)c(C)c(=O)[nH]2)CC1	-2.8	-12	0	13	-2	13	6	1.0	103	4
Oc1ccccc1N1CCN(c2ncnc3sc(-c4ccccc4)cc23)CC1	3.1	-1	1	3	3	-16	-1	-1.0	94	1

Continued.
SMILES	MOR-DOR ag	Cardiac RTF inh	Keap1 Nrf2 FP	Arr AP2 block	Wnt bcat act	OPRM1-OPRD1 inv	V-ATPase pHluor	LANA DNA inh	DSG3 Ab inh	cardiac RTF act
CC1CN(CC(O)COC2CCC(C(C)(C)C)CC2)CC(C)O1 (centres undefined)	1.7	2	-2	23	-2	-9	-1	0.5	101	1
Cc1ccc(S(=O)(=O)N(Cc2c(F)cccc2Cl)C(=O)N2CCN(C)CC2)cc1	-0.4	-12	5	-15	-2	2	5	-0.2	92	-5
Cc1ccc(CNC(=O)CCCc2nc3ccccc3s2)cc1	-2.5	2	-7	4	-2	15	3	0.3	98	2
CC(C)CN1C(=O)NC(NS(=O)(=O)c2ccc(N)cc2)(C(F)(F)F)C1=O (centres undefined)	-2.9	8	2	-13	.	15	1	-0.2	98	-3
Cc1cccc(C)c1NC(=O)C(c1ccccc1)N1CCOCC1 (centres undefined)	-2.1	3	-3	0	-3	12	-4	-0.2	98	7
C=CC1=C2C=C(C3CC3)N(C3CC3)C=C2C(=O)C(C)(OC(=O)c2ccco2)C1=O (centres undefined)	8.6	-4	-4	13	4	-47	-3	-0.1	108	4
COc1ccc(-c2c3c(nc4sc5c(Cl)nc(C)nc5c24)CCC3)cc1	-2.4	3	-6	1	.	14	-1	-2.6	108	-1
Cc1c(O)ccc2c(CC(=O)N[C@@H](Cc3ccccc3)C(=O)O)cc(=O)oc12	-3.4	-9	-1	22	2	19	-2	1.1	96	-4
Cc1ccc(-c2nnn(CC(=O)N(CCO)C(C(=O)NC(C)(C)C)c3ccncc3)n2)cc1 (centres undefined)	0.5	0	-2	0	-3	-2	2	-0.8	107	-2
